Tb hexokinase: Trypanosoma brucei hexokinase 1 inhibitors, primary screen, biochemical, G6PDH-coupled NADH absorbance, MLSCN library | AID 1430, 2008 | actives 0.11% (n = 220,000) | recombinant TbHK1, G6PDH-coupled NADH A340 | hexokinase 1 [Trypanosoma brucei] | inhibition, % at 10 µM;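 active = inhibition of 50% or more in the single-dose primary screen; inactive = inhibition below 50%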
p47phox inh: p47phox/p22phox peptide binding inhibitors, primary screen, biochemical, uHTS, NADPH oxidase regulatory subunit; AID 1274, 2008; actives 0.53% (n = 220,000); inhibition, % at 24.7 µM; fluorescence polarization, 2 h;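 active = inhibition above about 30%, limit read from the data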;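 note: 0% = p47phox with labelled peptide and 100% = labelled peptide alone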
MDM2 E3 inh: MDM2-luciferase reporter signal enhancers, primary screen, MDM2 E3 ligase inhibitor project, cell-based, luminescence, 1536-well; E3 ubiquitin-protein ligase Mdm2 (Homo sapiens), Q00987; cell-based MDM2 ubiquitination luciferase reporter, 2 h; 0 = plate control, 100 = twice control, blank-subtracted; signal enhancement, % at 5 µM; actives 0.11% (n = 210,000); AID 1230, 2008;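 active = signal enhancement of 30% or more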;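 note: luminescence tracks abundance of the self-degrading MDM2-luciferase fusion protein; higher signal means inhibition of MDM2 E3 ligase activity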
Target sequence (Q00987 whole entry, looked up, the tested form may be a part): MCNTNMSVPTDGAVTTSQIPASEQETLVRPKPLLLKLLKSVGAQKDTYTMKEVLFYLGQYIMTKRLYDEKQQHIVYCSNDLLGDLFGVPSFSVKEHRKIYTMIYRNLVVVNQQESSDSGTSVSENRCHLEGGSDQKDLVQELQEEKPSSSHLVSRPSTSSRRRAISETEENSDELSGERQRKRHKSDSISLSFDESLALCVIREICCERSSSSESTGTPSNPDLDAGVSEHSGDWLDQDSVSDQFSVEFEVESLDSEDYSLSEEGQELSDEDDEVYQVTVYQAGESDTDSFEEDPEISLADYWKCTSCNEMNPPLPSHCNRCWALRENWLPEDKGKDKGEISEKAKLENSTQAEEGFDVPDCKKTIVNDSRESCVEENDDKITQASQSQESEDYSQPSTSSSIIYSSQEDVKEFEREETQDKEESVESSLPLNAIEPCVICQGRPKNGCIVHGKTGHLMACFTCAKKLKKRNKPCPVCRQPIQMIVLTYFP
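Material: Stable MDM2–luciferase fusion reporter cells | Amount: 2000 cells seeded into each well | Dosing: One concentration, 5 µM, with 0.2% DMSO | Incubation: 4 h cell settling then 2 h compound exposure, 37 °C | Measured by: Luciferase luminescence | Read-out basis: % enhancement relative to plate controls after blank subtraction | Benchmarks: Control and blank well means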
14-3-3 Bad PPI: inhibitors of 14-3-3 zeta/Bad binding, primary screen, biochemical, TR-FRET, bovine 14-3-3 zeta. inhibition, % at 21.7 µM. TR-FRET 14-3-3zeta/Dy647-pBad peptide displacement, 1 h. AID 781, 2007. actives 0.71% (n = 220,000). 14-3-3 protein zeta/delta (Bos taurus), P63103;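 active = inhibition above about 70%, limit read from the data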;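 note: 0% = full 14-3-3 plus peptide FRET controls and 100% = background without 14-3-3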
zVAD death inh: inhibitors of zVAD-triggered necroptosis, primary screen, L929 cells; L929 zVAD necroptosis rescue, ATP luminescence, 24 h; with zVAD 60 µM; viability rescue, % at 10 µM; actives 0.38% (n = 220,000); AID 1377, 2008;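 active = activation, scaled between plate controls, above about 75%, limit read from the data; inactive = activation under that limit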;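 note: 0% = zVAD with DMSO and 100% = DMSO alone without zVAD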
Runt-SMMHC FRET: inhibitors of RUNX1 Runt–CBFb-SMMHC binding, primary screen, biochemical, FRET, Cerulean-Runt, Venus-CBFb-SMMHC, uHTS; actives 0.74% (n = 220,000); Runt-related transcription factor 1 (Homo sapiens) + Core-binding factor subunit beta …; inhibition, % at 20 µM; Cerulean-Runt/Venus-CBFb-SMMHC FRET ratio 530/480, 1 h; AID 1434, 2008;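 active = mean inhibition across duplicate retests at 20 µM reaching about 50%, limit read from the data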;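 note: 0% = DMSO wells and 100% = wells with excess untagged CBFb-SMMHC; inhibitors lower the FRET ratio by blocking Runt binding to CBFb-SMMHC; some results filed as inactive read as strong as hits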
EBV gp42 block: Epstein-Barr virus gp42 inhibitors, primary screen, biochemical, uHTS, fluorescence polarization; Fluorescence polarization binding assay, mP read-out; inhibition, % (tested at 21.74 µM); actives 0.42% (n = 220,000); in the data active = inhibition above about 50%
Runt-CBFb FRET: inhibitors of RUNX1 Runt–CBFb binding, primary screen, biochemical, FRET, Cerulean-Runt, Venus-CBFb, uHTS; Cerulean-Runt/Venus-CBFb FRET ratio 530/480, 1 h; AID 1496, 2009; Runt-related transcription factor 1 (Homo sapiens) + Core-binding factor subunit beta …; actives 0.46% (n = 220,000); inhibition, % at 20 µM;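 active = inhibition over about 50% at 20 µM in the single-dose screen, limit read from the data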;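 note: 0% = DMSO wells and 100% = excess unlabeled CBFb competitor control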
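System: Cerulean-labeled Runt domain protein | Quantity: 100 nM of each labeled protein | Schedule: 1 h compound exposure, room temperature | Detection: Fluorescence energy transfer, 422 nm excitation, 530/480 nm emission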
Hck-Nef inh: inhibitors of Nef-activated human Hck kinase, primary screen, biochemical, Z-Lyte FRET, 384-well, Hck-YEEI | actives 0.68% (n = 220,000) | inhibition, % at 20 µM | Recombinant Hck-YEEI plus Nef, Z-Lyte FRET kinase assay | AID 463187, 2010;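 active = Hck-Nef kinase inhibition above about 50%, limit read from the data; inactive = inhibition below that limit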;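 note: 0% = DMSO with Hck plus Nef and 100% = Hck alone without Nef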
Target sequence (P08631 whole entry, looked up): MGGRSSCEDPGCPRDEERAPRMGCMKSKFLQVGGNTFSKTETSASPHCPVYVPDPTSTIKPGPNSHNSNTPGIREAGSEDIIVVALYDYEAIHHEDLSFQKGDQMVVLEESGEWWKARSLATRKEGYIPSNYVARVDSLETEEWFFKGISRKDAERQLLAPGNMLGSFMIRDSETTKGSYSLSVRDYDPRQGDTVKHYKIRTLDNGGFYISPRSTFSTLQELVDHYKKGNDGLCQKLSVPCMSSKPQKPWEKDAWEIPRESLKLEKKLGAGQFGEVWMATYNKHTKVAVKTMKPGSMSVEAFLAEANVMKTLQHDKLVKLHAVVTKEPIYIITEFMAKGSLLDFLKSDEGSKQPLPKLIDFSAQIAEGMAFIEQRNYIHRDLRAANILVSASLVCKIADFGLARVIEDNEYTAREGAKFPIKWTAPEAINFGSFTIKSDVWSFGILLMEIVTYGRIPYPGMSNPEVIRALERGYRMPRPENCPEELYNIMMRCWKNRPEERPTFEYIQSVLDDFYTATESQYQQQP
An asterisk follows results filed as active; . = not tested or not shown; [ ] = dose if it differs, or a comment.

SMILES	Tb hexokinase	p47phox inh	MDM2 E3 inh	14-3-3 Bad PPI	zVAD death inh	Runt-SMMHC FRET	EBV gp42 block	Runt-CBFb FRET	Hck-Nef inh
Nc1ccc(-c2nc3c(Cl)c(N)ccc3[nH]2)cc1	-40.0	.	-23.5	.	1.0	0.5	.	0.8	3.0
COc1cccc(NC(=O)Cc2cn(C)c3ccccc23)c1	5.8	-4.8	-6.2	4.3	0.4	-1.5	-9.3	0.7	-1.3
COc1ccc(-c2noc(CSc3nc(N)c(-c4ccccc4)c(=O)[nH]3)n2)cc1	3.8	-15.4	2.9	-6.8	4.9	2.5	-4.4	-1.0	1.0
Cc1c(Br)cc(C(=O)N2CCCCCC2)c(C)c1C	-5.2	-6.3	-13.0	-1.4	1.0	1.3	-15.4	4.2	-1.3
CN1CCN(c2ccc([N+](=O)[O-])cc2C(=O)c2ccccc2)CC1	4.8	-4.7	-6.4	4.3	0.6	-0.7	5.2	1.4	-2.3
O=C(/C=C/c1ccccc1)N1CCC(N2CCC(C(=O)N3CCOCC3)CC2)CC1	-10.3	-12.5	-7.4	-6.1	0.2	1.5	1.8	1.3	1.6
Cc1ccccc1NC1=NC(C)(C)N=C(N)N1	7.6	-14.3	0.5	-10.8	0.7	6.1	-19.9	-0.5	-0.7
CC1(C)CC(=O)C(C=Nc2ccc(O)cc2)=C(O)C1	-24.4	-12.8	-2.5	-11.6	0.2	0.7	-9.8	2.0	0.5
O=C1CCCC2=C1C(c1ccc(O)c(O)c1)Nc1ccc3ncccc3c12 (stereo not given)	-13.4	-1.4	-3.2	-9.4	1.9	42.5	9.2	48.3	34.3
O=C(NC1CCCCCC1)c1c(F)c(F)c(F)c(F)c1F	4.6	-0.9	1.0	-7.8	1.1	2.3	7.7	-2.2	1.9
COc1ccc(-c2nc(CCl)cs2)cc1OC	-8.6	-13.3	-9.0	1.6	4.6	-1.8	-7.1	-1.0	1.3
C/C(=N\O)c1cc(Cl)cc(Cl)c1O	-12.2	-10.3	-10.7	-3.1	-0.2	0.3	-10.8	-0.3	-5.9
Nn1cnc2c(c1=O)C1(CCCCC1)Cc1ccccc1-2	-4.6	-8.3	.	7.2[fluorescence artefact?]	3.0	-4.0	-10.6	-2.2	3.0
Cc1cccc(C)c1NC(=O)C(NC(=O)c1ccccn1)c1ccc([N+](=O)[O-])cc1 (stereo not given)	1.2	-7.4	-17.4	-1.7	0.5	2.6	-12.7	-0.8	0.5
CCOC(=O)c1ccc(N/C(=N\S(=O)(=O)c2ccccc2C)c2ccccc2)cc1	-2.8	-6.5	-13.6	54.9[fluorescence artefact?]	5.0	-2.3	0.8	0.2	0.5
[O-][N+]12CCCCC1CCCC2CO (stereo not given)	-8.9	-7.2	-15.1	-1.9	-0.1	-49.3	-12.0	0.0	-7.6
O=C(Nc1nnc(-c2ccco2)o1)c1cccc(N2C(=O)CCC2=O)c1	-14.0	3.1	-4.4	6.8	1.1	6.1	-6.7	8.4	18.2
O=C1C2CC=C(Cl)CC2C(=O)N1CCC[n+]1cccc2ccccc21 (stereo not given)	2.4	-3.0	-7.9	-7.2[fluorescence artefact?]	1.2	0.5	-0.4	1.0	3.9
Cc1ccc(S(=O)(=O)N(c2cccc(C)c2)C2CCS(=O)(=O)C2)cc1 (stereo not given)	-7.4	-5.7	-6.0	6.7[fluorescence artefact?]	0.3	1.8	-13.8	1.9	-1.6
O=[N+]([O-])c1cc(S(=O)(=O)N2CCCC2)ccc1N/N=C/c1ccncc1	-1.4	18.8	3.7	3.9	.	1.9	-9.5	0.6	0.4
CC(=O)Nc1ccc(S(=O)(=O)N2CCOCC2)cc1	-1.6	-7.1	3.5	4.0	0.3	-2.2	-11.3	-2.0	-0.2
Cn1ncc2c(N3CCOCC3)ncnc21	-1.1	-19.8	-7.0	0.0	2.1	6.2	-11.6	-0.2	-0.5
CC(=O)OC1CC(C)(C)N(OC(=O)CCCN2C(=O)c3ccccc3C2=O)C(C)(C)C1	-2.8	-5.9	-17.6	2.4	2.4	-0.6	2.1	-1.3	-3.9
CC(=O)Nc1ccc(NC(=O)C(C)OC(=O)c2ccccc2C(=O)c2ccc(Cl)c([N+](=O)[O-])c2)cc1 (stereo not given)	-6.3	0.3	17.7	1.3[fluorescence artefact?]	0.1	3.8	-23.6	-2.3	2.8
CCc1nc(SCC(=O)N2CCN(c3ccccc3)CC2)c2c(=O)n(C)c(=O)n(C)c2n1	-12.8	3.0	-5.0	4.0	-0.4	-4.6	-8.8	-2.1	3.2
O=C(C1=C(O)C(=O)N(CCOCCO)C1c1cccs1)c1cccs1 (stereo not given)	-18.0	-2.3	12.1	3.5	-0.1	-3.5	-8.1	-2.4	1.8
C=CCn1c(O)c(N=NC(=O)c2ccc3c(c2)OCO3)c2ccccc21	-3.4	-13.4	-14.4	-8.5[fluorescence artefact?]	0.0	-4.8	-22.2	-0.9	3.0
Cn1nc(C(C)(C)C)cc1C(=O)NNC(=O)c1cccc(Cl)c1	-11.8	-3.8	-24.7	-0.6	1.3	1.5	-1.8	-0.5	5.7
COc1ccc(Cc2c(O)nc(SC)n(C(C)=O)c2=O)cc1	6.3	-10.8	-11.9	3.8[fluorescence artefact?]	-0.2	-4.2	-17.0	2.5	0.9
CCOC(=O)N1CCN(C(=O)c2ccc(SC)cc2OC)CC1	-4.2	-1.3	-4.0	-11.2	11.7	-1.1	-7.2	-0.7	14.4

The closing 4 compounds of the section above are carried over, then new ones follow.
SMILES	Tb hexokinase	p47phox inh	MDM2 E3 inh	14-3-3 Bad PPI	zVAD death inh	Runt-SMMHC FRET	EBV gp42 block	Runt-CBFb FRET	Hck-Nef inh
C=CCn1c(O)c(N=NC(=O)c2ccc3c(c2)OCO3)c2ccccc21	-3.4	-13.4	-14.4	-8.5[fluorescence artefact?]	0.0	-4.8	-22.2	-0.9	3.0
Cn1nc(C(C)(C)C)cc1C(=O)NNC(=O)c1cccc(Cl)c1	-11.8	-3.8	-24.7	-0.6	1.3	1.5	-1.8	-0.5	5.7
COc1ccc(Cc2c(O)nc(SC)n(C(C)=O)c2=O)cc1	6.3	-10.8	-11.9	3.8[fluorescence artefact?]	-0.2	-4.2	-17.0	2.5	0.9
CCOC(=O)N1CCN(C(=O)c2ccc(SC)cc2OC)CC1	-4.2	-1.3	-4.0	-11.2	11.7	-1.1	-7.2	-0.7	14.4
CC(C)(C)c1ccc(OCCn2ccccc2=O)cc1	7.2	-14.8	-13.7	6.0	-0.2	-2.3	-23.3	-6.6	-0.1
COc1cc(NC(=S)NCCc2ccc(S(N)(=O)=O)cc2)c(OC)cc1Cl	4.7	1.3	-12.5	-10.0	0.0	7.0	4.7	6.4	-4.4
CCN1C(=O)/C(=C\N(C)C)c2ccccc21	-27.7	-11.5	-10.3	-8.9	1.3	2.5	8.9	4.3	9.2
O=c1c2ccccc2nc2c3ccccc3cnn12	-11.4	-3.7	-2.6	79.7*	3.5	1.7	-15.1	-1.0	19.3
CCCC(=O)Nc1nc2ccc(NC(=O)c3ccc(Br)o3)cc2s1	3.9	-17.2	-24.4	-5.1	0.4	-2.0	2.8	-1.1	3.0
CCOC(=O)c1cc(C)n(CCCN2CCOCC2)c1C	2.3	4.8	-16.4	47.4	-1.0	48.9	0.6	30.9	-0.6
O=C(CCl)Nc1ccccc1C(=O)NCc1ccccc1	-0.4	-2.5	-21.9	-4.2	-0.8	1.4	-12.2	-1.0	-1.6
CC(=O)c1c(C)nc2sc3c(=N)n(N)cnc3c2c1-c1ccc(Cl)cc1	-6.5	-2.4	-8.2	11.5	0.8	-1.5	-11.3	-3.0	3.9
COC(=O)c1cnn(-c2ccc(F)cc2F)c1/C=N/NC(N)=S	-32.2	-4.5	-2.7	-4.7	-0.3	-0.5	-8.7	-1.6	20.7
O=C(c1ccccc1)c1cccn1CC(=O)N1CCN(C2CCCCC2)CC1	-7.9	-7.7	-15.1	-8.3	-0.3	-0.7	-9.4	.	0.9
COc1ccc(C2c3c(ncn(CCN4CCOCC4)c3=N)Oc3ccc4ccccc4c32)cc1 (stereo not given)	2.8	-8.4	-13.3	22.6	-0.9	-0.7	-18.4	-2.7	3.6
COC(=O)Cc1ccc(NC(=S)N2CCCCC2C)cc1 (stereo not given)	-3.0	20.7	-23.3	-11.5	3.0	-0.9	7.7	1.0	7.1
CCC(C(=O)OCC(=O)Nc1c(C)n(C)n(-c2ccccc2)c1=O)c1ccccc1 (stereo not given)	1.2	-8.0	-10.0	-12.6[fluorescence artefact?]	-0.4	-2.6	-5.2	-1.0	0.0
O=C(NCc1ccccc1)NC1CC2CCC(C1)N2Cc1ccco1 (stereo not given)	-5.8	4.2	-6.3	6.8	-0.9	2.3	-16.4	0.4	0.9
COCC(=O)Nc1cc(C(=O)OC)cc(C(=O)OC)c1	33.9	-6.4	-7.5	-15.3[fluorescence artefact?]	0.6	1.2	-24.1	0.8	2.0
Clc1ccc(CN2CCC(c3nc4ccc(Cl)cc4[nH]3)CC2)cc1	-3.6	-15.2	-14.4	-11.2	4.8	-4.4	-14.9	0.0	-0.4
O=C(Nc1nnc(SCc2c(Cl)cccc2Cl)s1)C1CCCO1 (stereo not given)	-0.5	-11.5	-3.1	0.6	0.3	1.7	-10.9	-1.8	-0.5
COC(=O)c1cc(COc2ccc3c4c(c(=O)oc3c2)CCCC4)c(C)o1	3.6	-10.2	-15.5	4.0	0.9	16.2	-5.1	1.2	-12.3
CC1Cc2cc(/C(O)=C3/C(=O)C(=O)N(CCCn4ccnc4)C3c3ccncc3)ccc2O1 (stereo not given)	-21.7	-12.6	-8.7	33.2	0.3	-1.4	-12.6	1.9	1.9
COc1ccc(-c2ccnc(SCC(=O)c3ccc(Br)cc3)n2)cc1	-2.1	-10.0	0.2	-5.6[fluorescence artefact?]	1.5	-6.2	-7.2	-3.6	-2.1
Cc1ccc(-c2nn(-c3ccccn3)c(=O)c3ccccc23)cc1	-1.3	-6.8	-2.9	-7.2	-0.2	-1.7	-6.0	0.0	19.4
O=C(Cn1nnc2ccccc21)NNC(=S)NC1CCCCC1	4.4	-13.3	1.5	-19.4	10.1	3.0	-12.4	2.9	18.6

From PubChem
